# Bioassay records: PubChem, National Center for Advancing Translational Sciences (NCATS)
# D1 agonist: Allosteric Agonists of the Human D1 Dopamine Receptor: qHTS; HEK293 T-REx D1 cells, calcium flux, agonist mode; D(1A) dopamine receptor (Homo sapiens), P21728; activation, % at 2 µM; AID 504660, 2011; 1% of 360,000 active; in the data active = activation above about 30%; note: 0% is about no effect
#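 Agonism was scored from calcium flux recorded over 180 s (1 read/s) after pintool compound addition, following a 10-cycle baseline. Cells were inducible force-coupled HEK293 TREx D1, plated overnight at 30 C and loaded with no-wash calcium dye.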
# D2 PAM: HTS Assay for Positive Allosteric Modulators of the Human D2 Dopamine Receptor: Primary Screen for Potentiators | D(2) dopamine receptor (Homo sapiens), P14416 | HEK293 T-REx D2, calcium flux, EC20 dopamine potentiation | potentiation, % at 10 µM | 0.34% of 340,000 active | AID 485347, 2010;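 active = potentiation over 3 SD above the plate norm, cut at about 30% in these data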; note: 0% is about no effect
# Target sequence (P14416 whole entry, looked up): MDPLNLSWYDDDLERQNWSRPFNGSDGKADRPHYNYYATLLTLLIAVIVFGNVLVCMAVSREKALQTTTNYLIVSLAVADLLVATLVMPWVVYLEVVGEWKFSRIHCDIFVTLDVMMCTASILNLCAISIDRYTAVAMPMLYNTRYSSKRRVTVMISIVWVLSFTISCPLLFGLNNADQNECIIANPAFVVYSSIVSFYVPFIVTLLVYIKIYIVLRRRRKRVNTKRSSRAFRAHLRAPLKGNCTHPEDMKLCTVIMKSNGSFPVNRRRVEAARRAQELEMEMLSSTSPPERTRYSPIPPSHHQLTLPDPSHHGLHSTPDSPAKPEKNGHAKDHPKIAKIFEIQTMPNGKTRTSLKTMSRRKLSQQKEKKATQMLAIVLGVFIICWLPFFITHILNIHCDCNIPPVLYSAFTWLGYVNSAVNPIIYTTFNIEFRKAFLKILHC
#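 Calcium flux readout, no-wash dye, 1 read/s. Inducible HEK293 Trex D2 line, overnight 30 C. Compound alone 180 s (agonist flags), then EC20 dopamine, another 180 s to score potentiation.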
# D2 antagonist: HTS Assay for Allosteric Antagonists of the Human D2 Dopamine Receptor: Primary Screen for Antagonists | D(2) dopamine receptor (Homo sapiens), P14416 | HEK293 TREx D2 cells, calcium flux, dopamine EC80 | inhibition, % at 10 µM | 2% of 340,000 active | AID 485344, 2010; in the data active = inhibition above about 30%; note: 0% is about no effect
#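 Tetracycline-induced HEK293 T-REx cells expressing D2 force-coupled to calcium signalling were dye-loaded, exposed to compound for 180 s, then challenged with an EC80 of dopamine; calcium flux was followed kinetically for a further 180 s.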
# TRHR enhancer: qHTS for Small Molecule Agonists and Allosteric Enhancers of Human TRH Receptor: Primary Screen for Enhancers; Thyrotropin-releasing hormone receptor (Homo sapiens), P34981; TRHR cells, fluo-8 calcium fluorescence, EC20 TRH enhancement; enhancement, % at 2 µM; 0.66% of 360,000 active; in the data active = enhancement above about 30%; note: 0% is about no effect
# Target sequence (P34981 whole entry, looked up): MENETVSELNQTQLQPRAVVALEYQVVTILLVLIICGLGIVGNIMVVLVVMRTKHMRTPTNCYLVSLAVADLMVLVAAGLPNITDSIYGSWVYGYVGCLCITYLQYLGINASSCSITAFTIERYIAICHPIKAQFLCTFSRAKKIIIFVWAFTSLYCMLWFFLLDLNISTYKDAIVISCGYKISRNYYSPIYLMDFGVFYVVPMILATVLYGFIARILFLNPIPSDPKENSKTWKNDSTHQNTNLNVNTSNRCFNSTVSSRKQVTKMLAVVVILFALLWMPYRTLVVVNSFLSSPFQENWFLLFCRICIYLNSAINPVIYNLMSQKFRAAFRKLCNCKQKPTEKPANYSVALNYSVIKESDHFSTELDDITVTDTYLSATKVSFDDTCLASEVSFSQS
#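 Enhancer read-out: after compound pinning and an initial kinetic agonist-mode read, an EC20 of TRH (10 nM final) was injected and fluo-8 calcium signal (Ex 480/Em 530) followed at 1 s/cycle for 100 cycles in TRHR-expressing cells.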
# D1 potentiator: Potentiators of Human D1 Dopamine Receptor: qHTS; D(1A) dopamine receptor (Homo sapiens), P21728; HEK293 TREx D1 cells, calcium flux, dopamine EC20 potentiation; potentiation, % at 10 µM; 0.036% of 360,000 active; AID 504651, 2011; in the data active = potentiation above about 30%; note: 0% is about no effect
# D1 antag: Antagonist of Human D 1 Dopamine Receptor: qHTS | D(1A) dopamine receptor (Homo sapiens), P21728 | HEK293 TREx D1 cells, calcium flux, dopamine EC80; stronger effect = lower value | activity change, negative = inhibition, % at 10 µM | 3.2% of 360,000 active | AID 504652, 2011; in the data active = activity change below about -30%; note: % is set by controls: 0 for no effect and ±100 for the full control effect
#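 Allosteric or orthosteric antagonism assessed as attenuation of the calcium response to EC80 dopamine, added 180 s after compound, in induced HEK293 Trex D1 cells loaded with no-wash calcium dye.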
# RXFP1 antag: qHTS Assay for Antagonists of the Relaxin Receptor RXFP1; HEK293-RXFP1, relaxin-stimulated cAMP HTRF, 30 min; stronger effect = lower value; activity change, negative = inhibition, % at 57.5 µM; 0.59% of 350,000 active;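 active = activity change of -60% or lower, but not beyond a set lower limit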; note: % is set by controls: 0 for no effect and ±100 for the full control effect
# D2 agonist: HTS Assay for Allosteric Agonists of the Human D2 Dopamine Receptor: Primary Screen for Agonists | D(2) dopamine receptor (Homo sapiens), P14416 | HEK293 T-REx D2 cells, calcium flux agonist mode | activation, % at 2 µM | 0.53% of 340,000 active | AID 485358, 2010;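 active = activation over 3 SD above normal in the single-dose calcium agonist read, cut at about 30% in these data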; note: 0% is about no effect
#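 Calcium-flux readout, 1 cycle/sec over 180 s following compound pin transfer, in inducible HEK293 Trex D2 cells (force-coupled); dopamine controls included. Positive calcium responses during this window marked compounds as potential agonists.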
# RXFP1 ag: qHTS Assay for Agonists of the Relaxin Receptor RXFP1 | HEK293T-RXFP1 cAMP TR-FRET, 30 min; response scale: percent of porcine relaxin response, buffer zero | Potency, µM (titrated, usually from 57.5 µM), inactives show at the highest dose activation, actives largely listed as activators | 0.3% of 370,000 active | AID 2676, 2010; active = well fitted activation curve with a large enough effect; note: potency is the fitted concentration of half-maximal effect; % is set by controls: 0 for no effect and ±100 for the full control effect; nearly all actives have a fitted effect of over 60% in size; many of its hits are not listed in these tables
#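 HEK293T cells stably expressing RXFP1 were pretreated with the PDE4 inhibitor Ro 20174, exposed to compounds for 30 min at 37C, lysed, and cAMP was read by TR-FRET. Data normalized to buffer (basal) and 29 nM porcine relaxin (100%).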
# * hit, by the source's call; . = not tested or not shown; & = joins results of further samples. Only part of the results is shown; count on the stated rates, not on these rows.
No.	SMILES	D1 agonist	D2 PAM	D2 antagonist	TRHR enhancer	D1 potentiator	D1 antag	RXFP1 antag	D2 agonist	RXFP1 ag
1	Fc1ccc(CNCC2CCCO2)cc1 (configuration not stated)	4	0	-7	-1	2	-6	-3	0.6	0.6%
2	COC(=O)/C=C/c1ccc(-n2cncn2)cc1	1	7	11	-3	-3	-3	-4	0.6	0.0%
3	CCOC(=O)Nc1ccc(C)cc1Br	0	9	-18	1	-5	-3	7	-0.2	2.2%
4	O=C(CN1C(=O)c2cccc3cccc1c23)N1CCN(c2ccccc2)CC1	-1	12	-16	-5	-3	5	9	-1.0	2.2%
5	CN(C)c1ccc(C(C(=O)NCc2ccccc2)N(Cc2cccnc2)C(=O)c2snc(C(N)=O)c2N)cc1 (configuration not stated)	2	-6	27	-5	-5	22	1	-2.9	4.3%
6	CCOc1ccc(-c2ccc(SCC(=O)NC3CCCCC3)nn2)cc1	-1	-1	5	3	0	-14	3	0.3	12%
7	O=C(COc1ccccc1Cl)NC(=S)N1CCc2ccccc21	1	-5	-1	-5	-7	-14	-23	0.2	0.2%
8	O=C(CCN1CCN(c2ccccc2)CC1)NNC(=O)Cc1ccccc1Cl	1	-25	48*	-7	-13	5	5	81*	1.7%
9	Cc1ccc(C)c(N2CCN(C(c3ccccc3)c3nnc(-c4ccccc4F)o3)CC2)c1 (configuration not stated)	5	17	.	-5	-1	-3	-29	0.2	4.3%
10	O=C(COC(=O)c1cncc(Br)c1)NCc1ccc(F)cc1	3	.	.	1	1	-3	8	.	25%
11	COc1ccc(CNC(=O)Cc2c(C)c3ccc(O)cc3oc2=O)cc1	2	-14	.	3	2	-7	0	2.2	15%
12	CN(C)C(=S)NC(=O)C12CC3CC(C)(CC(C)(C3)C1)C2	1	2	6	-10	0	8	-7	0.2	2.9%
13	CCc1nnc(NC(=O)OCc2ccccc2)s1	3	12	1	2	-1	2	2	-0.4	-1.4%
14	COc1cc(NC(=O)c2cccnc2Sc2ccc(Cl)cc2)cc(OC)c1OC	2	8	-10	6	-3	17	15	-0.3	-2.0%
15	COc1ccc(-c2nn(CC(=O)Nc3ccccc3F)c3c2cnc2ccc(F)cc23)cc1	3	-8	.	3	1	0	-4	0.3	12%
16	CCOC(=O)NC(=O)CSc1nnc(C)s1	4	0	5	10	-1	-12	-26	0.6	2.7%
17	CCOC(=O)N1CCN(Cc2c(F)cccc2Cl)CC1	2	-3	5	2	6	3	-12	0.8	-1.3%
18	CC(=O)Oc1ccc2ccccc2c1C(NC(=O)Cc1ccccc1)c1ccccc1Cl (configuration not stated)	3	-3	-5	-16	-6	-6	-6	0.7	2.1%
19	CCn1cc(CN2CCC(n3nccc3NC(=O)CCCc3ccccc3)CC2)c(C)n1	3	15	12	-2	-5	-1	0	0.2	-0.9%
20	Cc1ccc(-c2nc(CSc3nc4ccccc4c(=O)n3CCO)cs2)cc1	2	13	3	3	10	31	18	1.0	1.4%
21	COc1cccc(C(C(=O)NC2CCCCC2)N(CCN2CCOCC2)C(=O)C2COc3ccccc3O2)c1 (configuration not stated)	0	-4	4	-2	-2	-13	-4	-0.7	0.3%
22	O=C(NCc1cccs1)C1CCCN(S(=O)(=O)c2ccc3c(c2)OCO3)C1 (configuration not stated)	1	14	5	5	-2	2	-9	0.5	1.4%
23	COc1ccccc1N1CCN(S(=O)(=O)CCNC(=O)C2CCCCC2)CC1	5	-9	14	2	-2	-16	-5	0.2	0.8%
24	Cc1cccc(OCCCC(=O)NNC(=O)c2ccncc2)c1	3	-1	-17	6	-1	-1	-3	-0.5	1.4%
25	O=[N+]([O-])c1ccccc1-c1ccc(CN2CCN(c3ccccc3)CC2)o1	0	-22	52*	-5	-9	-33*	-1	23	-0.8%
26	Cc1ccc(NC2=CC(=O)CC(c3ccc(Cl)cc3)C2)cc1 (configuration not stated)	2	-14	1	7	-9	-6	-12	-0.8	0.0%
27	Cc1ccc(C(=O)Nc2ccc(C(=O)N/N=C/c3ccc(C)o3)cc2)cc1	1	-7	-30	4	-8	-4	5	0.0	-0.4%
28	Cc1nnc(SCCOc2ccccc2)s1	1	5	9	-1	-4	3	0	0.1	0.4%
29	O=C(Nc1ccc(Cl)c(Cl)c1)N1CCCCCC1	5	-9	-1	-3	3	17	-4	-0.4	-1.5%
30	CC(=O)N[C@@H](Cc1c[nH]c2ccccc12)C(=O)OCC(=O)Nc1ccc(Cl)c(S(=O)(=O)N(C)C)c1	-1	9	-6	-3	-5	2	2	0.7	1.1%

# Grouped by structure: those above containing bromine.
No.	SMILES	D1 agonist	D2 PAM	D2 antagonist	TRHR enhancer	D1 potentiator	D1 antag	RXFP1 antag	D2 agonist	RXFP1 ag
3	CCOC(=O)Nc1ccc(C)cc1Br	0	9	-18	1	-5	-3	7	-0.2	2.2%
10	O=C(COC(=O)c1cncc(Br)c1)NCc1ccc(F)cc1	3	.	.	1	1	-3	8	.	25%

# Further entries follow:
No.	SMILES	D1 agonist	D2 PAM	D2 antagonist	TRHR enhancer	D1 potentiator	D1 antag	RXFP1 antag	D2 agonist	RXFP1 ag
31	O=C(C1CCCO1)N1CCN(S(=O)(=O)c2ccc(Br)cc2)CC1 (configuration not stated)	1	-3	-13	-7	-5	-4	-4	-0.1	0.7%
32	CC(=O)c1ccc(NC(=O)C2=CC(c3ccc(C)cc3)=NS(=O)(=O)N2C)cc1	1	7	.	-2	-1	-46*	-12	1.4	-0.6%
33	CCOc1ccc(NC(=O)Cn2nc(CC)n3c(cc4sccc43)c2=O)cc1	1	-2	.	7	-3	-1	-12	0.2	14%
34	O=C(COC(=O)c1n[nH]c(=O)c2ccccc12)c1ccccc1	1	7	-11	2	-7	-2	7	0.9	1.3%
35	CCN(CC)S(=O)(=O)c1ccc(NC(=O)CCC2CCCCC2)cc1	12	-9	.	2	-7	12	10	.	2.6%
36	C/C(Cc1ccccc1)=N\NC(=O)CNC(=O)c1ccc(C(C)(C)C)cc1	1	-8	-5	2	3	1	-10	0.4	0.9%
37	COc1ccc(CN(C)S(=O)(=O)c2nnc(NC(=O)c3ccccc3Br)s2)cc1	8	2	-12	3	-3	14	-2	1.6	25%
38	COc1cc(Cl)c(C)cc1NC(=O)CCn1c(=O)c2cccn2c2cccnc21	0	3	.	-2	6	1	-3	-1.7	20%
39	CC(=O)C(C)n1cnc2scc(-c3ccc(C)cc3)c2c1=O (configuration not stated)	0	4	3	2	2	0	-7	0.2	3.7%
40	Cc1cc2cc(C)c3nnc(SCC(=O)N4CCCc5ccccc54)n3c2cc1C	0	6	3	2	-1	3	.	-0.2	0.3%
41	CN(C)S(=O)(=O)c1ccc(NC(=O)N2CCOCC2)cc1	1	0	-20	-2	-1	18	-11	0.0	-0.4%
42	O=C(CSc1ccc(Br)c2cccc(Cl)c12)Nc1ccc(S(=O)(=O)Nc2nccs2)cc1	2	0	1	9	2	-6	-2	-0.1	16%
43	COc1ccc(S(=O)(=O)N(CC(C)C)C2CCS(=O)(=O)C2)cc1OC (configuration not stated)	0	5	-1	1	-4	-6	8	-0.2	0.6%
44	NC(=O)C1(N2CCCCC2)CCN(S(=O)(=O)c2cc(Cl)ccc2Cl)CC1	4	-1	-17	2	1	2	8	0.1	1.8%
45	NS(=O)(=O)c1ccc(NC(=O)/C(=C/c2ccncc2)NC(=O)c2ccccc2)cc1	2	-3	-15	1	-13	9	-4	0.7	-1.3%
46	O=C(c1ccccc1)c1ccc(Cn2cc(CCCO)nn2)cc1	10	6	5	12	-5	-23	.	-0.5	-2.2%
47	COc1ccccc1N1CCN(C(=O)CCS(=O)(=O)c2ccc3c(c2)oc(=O)n3C)CC1	1&0	5&-7	14	-2&-12	1&2	8&7	26&-4	1.0&0.9	1.4%&-3.6%
48	CC1=NNC(=O)/C1=C\c1cn(-c2ccccc2)nc1-c1ccc(F)cc1	2	7	-4	-18	-7	-54*	-61*	2.8	-0.3%
49	Cc1c(Br)cccc1NC(=O)c1sccc1-n1cccc1	8	6	11	-25	2	-13	-10	0.0	-0.5%
50	CCC(C)NC(=O)CC(C)C (configuration not stated)	8	3	3	-7	3	2	7	-0.5	-2.2%
51	CCOC(=O)c1cc(=O)c2ccc(OCc3ccccc3)cc2o1	7	1	-12	9	-7	-6	-8	-0.1	-0.5%
52	Cc1cccc(C)c1NC(=O)CSc1nnc([C@H](C)NC(=O)OC(C)(C)C)o1	1	2	-20	-1	-2	0	35	0.0	-0.6%

# Structural class: those above with fluorine.
No.	SMILES	D1 agonist	D2 PAM	D2 antagonist	TRHR enhancer	D1 potentiator	D1 antag	RXFP1 antag	D2 agonist	RXFP1 ag
1	Fc1ccc(CNCC2CCCO2)cc1 (configuration not stated)	4	0	-7	-1	2	-6	-3	0.6	0.6%
9	Cc1ccc(C)c(N2CCN(C(c3ccccc3)c3nnc(-c4ccccc4F)o3)CC2)c1 (configuration not stated)	5	17	.	-5	-1	-3	-29	0.2	4.3%
10	O=C(COC(=O)c1cncc(Br)c1)NCc1ccc(F)cc1	3	.	.	1	1	-3	8	.	25%
15	COc1ccc(-c2nn(CC(=O)Nc3ccccc3F)c3c2cnc2ccc(F)cc23)cc1	3	-8	.	3	1	0	-4	0.3	12%
17	CCOC(=O)N1CCN(Cc2c(F)cccc2Cl)CC1	2	-3	5	2	6	3	-12	0.8	-1.3%
48	CC1=NNC(=O)/C1=C\c1cn(-c2ccccc2)nc1-c1ccc(F)cc1	2	7	-4	-18	-7	-54*	-61*	2.8	-0.3%
